High-throughput results: PubChem BioAssay, National Center for Advancing Translational Sciences (NCATS)
KDM5B inh: KDM5B demethylase inhibition; Q9UGL1; KDM5B demethylase, FDH-coupled NADH fluorescence (FDH is formaldehyde dehydrogenase); Potency, µM (doses to about 57.7 µM), inactives show at the top dose activity change, negative = inhibition, actives largely listed as inhibitors; 2.6% of 220,000 active; AID 1347165; active = well fitted inhibition curve with a large enough effect; inconclusive = small, poorly fitted or top-dose-only effect; inactive = no such curve, though single readings can be large or run the other way; also: 0% is about no effect; nearly all actives have a fitted effect of over 70% in size
Target sequence (Q9UGL1 whole entry, looked up): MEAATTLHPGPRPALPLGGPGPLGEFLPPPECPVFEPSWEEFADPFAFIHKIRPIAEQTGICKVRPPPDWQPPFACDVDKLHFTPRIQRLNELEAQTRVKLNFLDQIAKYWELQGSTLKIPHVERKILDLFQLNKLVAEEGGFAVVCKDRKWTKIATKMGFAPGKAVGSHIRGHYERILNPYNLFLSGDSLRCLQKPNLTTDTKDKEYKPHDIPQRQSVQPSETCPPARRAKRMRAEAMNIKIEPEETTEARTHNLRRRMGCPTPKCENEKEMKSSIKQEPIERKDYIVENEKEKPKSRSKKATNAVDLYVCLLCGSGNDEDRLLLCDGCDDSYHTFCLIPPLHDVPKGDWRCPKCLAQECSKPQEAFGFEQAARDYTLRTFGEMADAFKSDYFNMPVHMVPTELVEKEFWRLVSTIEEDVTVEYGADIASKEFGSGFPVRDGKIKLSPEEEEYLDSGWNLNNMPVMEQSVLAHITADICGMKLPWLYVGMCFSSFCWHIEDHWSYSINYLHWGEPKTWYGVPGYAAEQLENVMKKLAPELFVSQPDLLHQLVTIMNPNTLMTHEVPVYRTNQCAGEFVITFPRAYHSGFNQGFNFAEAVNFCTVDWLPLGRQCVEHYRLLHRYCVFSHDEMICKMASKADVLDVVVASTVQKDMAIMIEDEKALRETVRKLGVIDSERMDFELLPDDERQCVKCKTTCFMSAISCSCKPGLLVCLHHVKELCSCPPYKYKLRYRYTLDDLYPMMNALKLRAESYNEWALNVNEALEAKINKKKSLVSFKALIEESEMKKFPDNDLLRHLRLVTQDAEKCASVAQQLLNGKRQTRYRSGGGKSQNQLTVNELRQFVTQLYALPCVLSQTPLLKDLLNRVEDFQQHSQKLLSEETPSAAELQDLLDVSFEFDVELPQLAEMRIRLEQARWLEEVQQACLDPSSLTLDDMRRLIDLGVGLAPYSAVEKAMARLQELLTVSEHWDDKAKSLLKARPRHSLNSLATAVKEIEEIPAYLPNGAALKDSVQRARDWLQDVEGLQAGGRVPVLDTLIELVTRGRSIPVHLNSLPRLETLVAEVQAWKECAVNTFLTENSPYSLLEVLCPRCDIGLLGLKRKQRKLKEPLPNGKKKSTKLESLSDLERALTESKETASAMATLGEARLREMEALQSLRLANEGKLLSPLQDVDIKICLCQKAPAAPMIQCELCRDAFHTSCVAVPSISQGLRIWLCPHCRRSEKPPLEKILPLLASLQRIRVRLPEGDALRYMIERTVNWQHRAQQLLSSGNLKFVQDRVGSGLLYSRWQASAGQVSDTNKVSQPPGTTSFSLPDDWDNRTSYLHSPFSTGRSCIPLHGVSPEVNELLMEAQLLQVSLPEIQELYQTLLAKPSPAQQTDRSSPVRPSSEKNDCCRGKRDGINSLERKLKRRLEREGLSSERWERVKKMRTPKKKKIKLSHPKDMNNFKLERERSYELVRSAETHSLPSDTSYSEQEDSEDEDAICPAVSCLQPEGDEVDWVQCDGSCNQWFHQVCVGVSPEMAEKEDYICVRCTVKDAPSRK
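KDM5BΔAP (200 nM final) in 50 mM HEPES pH 7.5, 0.01% Tween-20 was preincubated 10 min at RT with compound over a concentration range. Substrate mix (H3K4me3 12.5 µM, α-KG 25 µM, Fe²⁺, ascorbate, NAD⁺, FDH) was added, and NADH fluorescence change over 30 min gave dose-response curves.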
Starred values were filed as active, the others as inactive; ? = inconclusive; & = joins results of further samples; [ ] = remark or other dose. Potency is read from the fitted curve at half-maximal effect. Only part of the results is shown, so the mix of outcomes need not match the whole.

SMILES | KDM5B inh
CN1CCCC2(CCN(C(=O)c3sccc3S(N)(=O)=O)C2)C1=O (stereo not drawn) | 14.4%
CCc1c(C)nc2nncn2c1NCc1ccc(Cl)cc1 | -11.6%
CC(=O)N1CCCc2ccc(NC(=O)c3ccc(C(F)(F)F)cc3)cc21 | ?
Cn1c2ccccc2c2c(C(=O)N3CCN(c4cccc(Cl)c4)CC3)cn(C3CCCCC3)c(=O)c21 | 21.2%
COCCCNC(=O)c1ccc2c(c1)C(O)CCCCCN2CCOC (stereo not drawn) | ?
CN(C)C[C@@H]1CN(c2ccncn2)C[C@H]1NC(=O)c1c(F)cccc1F | -0.7%
Cc1cc(S(=O)(=O)Nc2ccc(C(=O)O)cc2)c(C)c(S(=O)(=O)c2ccc(Cl)cc2)c1 | -8.7%
Cc1cc(C(=O)N2CCN(c3cccc(Cl)c3)CC2)c2c(C)nn(-c3ccccc3Cl)c2n1 | ?
CCC(C(=O)Nc1cc(C)ccc1C)n1c(=O)c(C(F)(F)F)nc2ccccc21 (stereo not drawn) | -46.3%
Cc1ccc(CNC(=O)CCn2cnc3ccccc3c2=O)cc1 | 26.0%
Cc1ccc(-c2cc(C(=O)Nc3ccccn3)c3ccccc3n2)cc1 | ?
COc1ccc(OCC2(C)COc3ccc(C(=O)N(C)C)cc3N2)cc1 (stereo not drawn) | -4.6%[86.2 µM]
CC(=O)c1ccc(N2C(=O)N(Cc3ccccc3C#N)c3ccccc3S2(=O)=O)cc1 | -0.6%
CCOc1ccc(NC(=O)COC(=O)c2sc3ccccc3c2Cl)cc1 | 8.8%
Cc1ccc2c(Cl)c(C(=O)Nc3ccc(S(=O)(=O)Nc4cc(C)nc(C)n4)cc3)sc2c1 | 0.7%
COc1cc(Cl)ccc1OCc1cc(C(=O)N(C)C2CC(C)(C)NC(C)(C)C2)no1 | -22.0%
CN(C)c1cc(=O)c2ccnc(N3CCN(c4ccccn4)CC3)c2o1 | -17.4%[86.2 µM]
O=C(NCC1(COc2ccc(C(F)(F)F)cn2)C[C@@H](O)[C@@H](O)C1)c1cccnc1 (stereo partly drawn) | -9.7%
CN(C)C[C@@H]1CN(c2ccncn2)C[C@H]1NC(=O)COc1ccc(Cl)cc1 | -10.7%
O=C(CCc1ncc(-c2ccc(F)cc2F)o1)NC1CCN(Cc2ccccc2)C1 (stereo not drawn) | 17.4%
Cc1ccc(C(=O)OCC(=O)Nc2cc(Cl)cc(Cl)c2)cc1 | -8.0%
CC(C)(C(=O)NC1CCCCCC1)c1ccccc1 | 11.5%
Cc1c(CN2CCCC(CNC(=O)c3cccc4ccccc34)C2)[nH]c2ccccc12 (stereo not drawn) | -29.8%
CC(NC(=O)CSc1nc2c(cc1C#N)CCCC2)c1ccccc1 (stereo not drawn) | -11.9%
COc1ccc(C(=O)N2CCC3(CC2)CC(=O)c2ccc(Cl)cc2O3)cc1 | -15.3%
Cc1noc(-c2ccn3c(CNC(=O)c4cc(F)ccc4F)nnc3c2)n1 | ?
COc1ccc(-n2ccc(=O)c(C(=O)Nc3cc(OC)ccc3OC)n2)cc1 | 13.3%
S=C(NCc1ccc(Cl)cc1)Nc1cccc2ccccc12 | -23.0%
Cc1cc(C)c2c(-n3cccc3)nn(CC(=O)Nc3cc(Cl)ccc3C)c2n1 | -20.0%
CC(=O)c1ccc(NC(=O)Cn2c(-n3nc(C)cc3C)nc(C)c(C)c2=O)cc1 | -1.8%
Cc1ccc(NC(=O)Cn2cccc2-c2nc(-c3ccccc3)no2)cc1 | 32.6%
COc1ccc(-c2nc3c(c(=O)[nH]c(=O)n3Cc3ccccc3)n2CC2CCCO2)cc1 (stereo not drawn) | ?
COc1cccc2cc(C(=O)N3CCN(c4cc(C)ccc4C)CC3)c(=O)oc12 | 5.9%&-15.7%
CCCn1nnc(NCc2cccc(Cl)c2Cl)n1 | -14.4%
Cc1cc(C)cc(NC(=O)Cn2nnc(-c3nc(-c4ccncc4)no3)c2N)c1 | -11.9%
Cc1ccc(/C=C(/C#N)c2nc(-c3ccncc3)cs2)cc1 | 8.1%
CN(C1CCc2nn(CC3CC3)c(=O)n2CC1)S(=O)(=O)c1cccs1 (stereo not drawn) | -19.6%
Cc1nccn1CCC1CCN(c2nccc(-c3ccccn3)n2)CC1 | -25.5%
CC(=O)Oc1c(-c2ccc(NC(=O)c3ccco3)cc2)c(C2CC2)nn1-c1cccc(C)c1 | 31.6µM*
Cc1ccc2c(Cn3nc(C)c(C)c(C#N)c3=O)cc(=O)oc2c1 | 10.8%
O=C(C1CC1)N1CCc2cc(Br)cc(S(=O)(=O)Nc3ccc(F)c(F)c3)c21 | -26.4%
CCCCCn1nc(C(=O)Nc2ncc(C)s2)c2ccccc2c1=O | 10.7%
Cn1c(CO[C@H]2CN(C(=O)c3cccnc3)C[C@H]2F)nc2ccccc21 | -11.1%[86.2 µM]
CCn1c(CNC(=O)c2ccc3c(c2)OCO3)nnc1SCC(=O)c1ccc(OC)cc1 | -8.6%
CC1=C(C)CC(C(=O)NC(C)C(C)(C)C)C(C(=O)O)C1 (stereo not drawn) | 22.0%
CNC(=O)c1cccc(-c2cnc(Nc3ccncc3)c3c2CCO3)c1 | -31.3%[86.2 µM]
O=C(Nc1ccccc1)N1CCN(C(=O)c2nsc3ccccc23)CC1 | 8.6%&-18.8%
COc1cccc(-c2nn3c(=O)cc(CN4CCN(S(=O)(=O)c5ccc(C)cc5)CC4)nc3s2)c1 | 6.1%
Cc1ccccc1NC(=S)N(Cc1ccco1)C(C)c1ccccn1 (stereo not drawn) | 1.3%
CCC12CN3CC(CC)(CN(C1)C3c1c[nH]c3ccccc13)C2=O (stereo not drawn) | ?
Brc1cccc(-c2noc(-c3cnccn3)n2)c1 | -6.8%
COc1ccc(Cl)cc1CO/N=C/c1cccc(OC)c1OC | ?
COCC(=O)N1C[C@@H]2C(=O)N(Cc3ccc4c(c3)OCO4)C(=O)[C@@H]2C1 | 27.3%
Cc1ccc(OCC(=O)Nc2ccc3nc(Nc4cccc(Cl)c4)cc(C)c3c2)cc1 | 3.5%
N#Cc1ccccc1OCC(=O)Nc1ccc(-c2nc3ccccc3o2)cc1 | ?
CC(C)CCNC(=O)c1ccc2c(c1)nc1n2CCCCC1 | -11.5%
NC(=O)c1ccc(NC(=O)c2ccc(Cl)c(S(=O)(=O)N3CCc4ccccc4C3)c2)cc1 | 2.6%
COC(=O)C(C)n1nnc2sc(-c3ccccc3)cc2c1=O (stereo not drawn) | ?
COc1ccc(Cl)cc1NC(=O)c1c(NCc2ccc(C)o2)sc2c1CCCCC2 | ?
O=C(NCc1nnnn1-c1ccccc1)C1NCCc2[nH]cnc21 (stereo not drawn) | -13.3%

Remaining list, next part
SMILES | KDM5B inh
O=C(Nc1ccc(Cl)cc1)c1n[nH]c(=O)c2ccccc12 | 23.5%
Cc1ccc(S(=O)(=O)N2CCN(C(=O)CCc3ncc(-c4ccccc4F)o3)CC2)c(C)c1 | 9.2%
Cc1ccc(S(=O)(=O)N2CC(C)N(S(C)(=O)=O)C2)cc1 (stereo not drawn) | 29.2%
CCOC(=O)C1CCN(c2ncnc3c2c(-c2ccccc2)cn3-c2ccc(Cl)cc2)CC1 | -25.8%
CC(C)CN(CC1CN(C(=O)Cc2cccs2)CCO1)C(=O)c1cccc2ccccc12 (stereo not drawn) | ?
CC(C)C(NC(=O)C1CCC(C(C)(C)C)CC1)C(=O)NCCc1ccc(S(N)(=O)=O)cc1 (stereo not drawn) | ?
Cc1cc(C)n(CC(=O)N2C[C@@H](COc3ccccc3)[C@H](C(N)=O)C2)n1 | 15.9%
CNC(=O)C(C)(C)N1CCC[C@H]1C(=O)NCc1ccc(OC)cc1 | -10.8%[86.2 µM]
Cc1nc(-c2cn(C3CCCN(C(=O)C(C)Oc4ccc(Cl)cc4)C3)nn2)no1 (stereo not drawn) | -10.4%
O=C(O)CC1(CC(=O)N[C@@H]2C=C(C(=O)N[C@H]3CCCNC3=O)C[C@@H](O)[C@@H]2O)CCCC1 | ?
CSc1ncc(C(=O)Nc2c(C)cccc2C)c(-c2ccccc2)n1 | -8.6%
COc1ccc(-c2cc(N3CCC(NC(=O)C4COc5ccccc5O4)CC3)n[nH]2)cc1 (stereo not drawn) | -6.9%
O=C(C1COc2ccccc2O1)N1CCN(Cc2cc(=O)oc3cc(O)ccc23)CC1 (stereo not drawn) | ?
CC(C)CCSc1nc2c(c(=O)n(C)c(=O)n2C)n1C/C=C/c1ccccc1 | -6.0%
FC(F)(F)c1ccccc1/C=N/N=C(c1ccccc1)c1ccccc1 | 24.1%
O=C(c1cc2c(s1)CCCC2)N1CCc2c(nc3cc[nH]n3c2=O)C1 | ?
Cc1nn(CC(=O)c2cc(C)n(CCC(C)C)c2C)c(=O)c(C#N)c1C | -9.6%
CN(C)c1nc2c(c(=O)[nH]1)CCN(Cc1cc(F)c(F)c(F)c1)CC2 | -18.1%
Cc1ccc(Nc2nc(-c3cnc(N4CCN(C)CC4)nc3C)cc(=O)[nH]2)cc1 | -5.1%
CC1(C)[C@H]2CC[C@@H](CNC(=O)c3cccc(Cl)c3)[C@@H]1C2 | 4.0%[86.2 µM]
Cc1cccc(NC(=O)c2oc3ccccc3c2NC(=O)c2cc(=O)c3ccc(C)cc3o2)c1 | -6.0%
CN(C)S(=O)(=O)CCCN1CCC2(CC1)NC(=O)CC2C(=O)O (stereo not drawn) | 18.5%
COc1ccc(Cl)cc1NC(=O)c1c(NCc2ccc(C)o2)sc2c1CCCC2 | ?
CN(C)c1ccc(CN2CCC3(CC2)CC(=O)c2ccccc2O3)cc1 | -15.4%
Cc1ccc(C)c(OCCn2cnc3c2c(=O)n(C)c(=O)n3C)c1 | 12.0%
O=C(Cc1ccc(Cl)cc1)NCCc1cccc2cccnc12 | -11.9%
CCCn1c(=O)[nH]c(=O)c2c1nc(-c1cccc(OC)c1OC)n2CCN1CCOCC1 | -24.1%
Cc1cc(S(=O)(=O)N2CCOCC2)ccc1OCC(=O)NCC1CCCO1 (stereo not drawn) | 29.9%
Cc1cc(=O)oc2c(C)c3oc(/C(=N/O)c4ccccc4)c(C)c3cc12 | 41.0%[activator]
COC[C@@H]1CN(Cc2ccc(OC)c(OC)c2)C[C@H]1c1ccncc1 | -22.1%

Fetched by structure from the entries so far:
SMILES | KDM5B inh
COc1ccc(-c2cc(N3CCC(NC(=O)C4COc5ccccc5O4)CC3)n[nH]2)cc1 (stereo not drawn) | -6.9%
O=C(Cc1ccc(Cl)cc1)NCCc1cccc2cccnc12 | -11.9%
Cc1cc(=O)oc2c(C)c3oc(/C(=N/O)c4ccccc4)c(C)c3cc12 | 41.0%[activator]
Cc1cccc(NC(=O)c2oc3ccccc3c2NC(=O)c2cc(=O)c3ccc(C)cc3o2)c1 | -6.0%

(list continues)
SMILES | KDM5B inh
CC(C)(O)c1cn(C2CCN(C(=O)c3ccccc3F)CC2)nn1 | 18.9%
CCn1cnc2c1c(=O)n(CC(=O)Nc1ccc(N3CCCC3)cc1)c(=O)n2Cc1ccccc1 | -6.5%
Cc1cccc(CSc2nnc([C@@H]3CCCN3C(=O)OC(C)(C)C)o2)c1 | 19.9%
Cc1ccc(-n2c(=O)c3cccnc3n2CC(=O)Nc2ccc(Cl)cc2)cc1 | ?
COCC(=O)Nc1ccc([C@@H](O)[C@H]2COCC(=O)N2Cc2ccc(F)cc2)cc1 | 6.3%[86.2 µM]
Cc1nc(C(=O)NC2CCCC2)ccc1C#N | 16.9%
CCc1nn(CC(=O)NC(C)CC)c(=O)c2cc3occc3n12 (stereo not drawn) | -7.9%
CC1=C/C(=N/NC(=S)Nc2cc(C)ccc2C)CC1 | -8.6%
Cn1nccc1OCc1cn2c(=O)n(C)cc(-c3ccsc3)c2n1 | ?
Nc1nnnn1NCc1ccc(-c2ccccc2F)o1 | -9.0%
COCCn1cnnc1SCc1ccccc1F | 16.4%
Cc1ccc(Cn2c(CCNC(=O)c3cccc(C)c3)nc3ccccc32)cc1 | 4.3%
CN1C(=O)c2[nH]nc(-c3ccc(F)cc3)c2C1c1cccc(O)c1 (stereo not drawn) | -9.8%
COc1ccc(-c2noc([C@@H]3CCCN3C(=O)c3cccc(F)c3)n2)cc1OC | -15.8%
COc1ccc(NC(=S)N2CCN(S(=O)(=O)c3ccc(C)cc3)CC2)cc1 | -1.3%
Cc1ccc(Cl)cc1NC(=O)c1cnc(-c2ccccc2)nc1-c1ccncc1 | -14.3%
O=C(CN1C(=O)NC2(CCOc3ccccc32)C1=O)c1c[nH]c2ccccc12 (stereo not drawn) | 12.4%
CCOc1ccc(CNC(=O)c2cccc(Nc3nc4ccccc4n4nnnc34)c2)cc1OC | ?
COc1cccc(CNC(=O)Cn2ccn3nc(-c4ccc(F)cc4)c(CO)c3c2=O)c1OC | ?
Nn1c(SCC(=O)Nc2ccc(N3CCOCC3)cc2)nnc1C1CC1 | -14.0%
O=S1(=O)c2c(cccc2N2CCSCC2)Oc2ccccc2CN1Cc1cn(Cc2ccc(C(F)(F)F)cc2)nn1 | ?
C/C(=N\N(c1ccccc1)c1ccccc1)c1ccc([N+](=O)[O-])cc1 | 17.2%
Cc1ccc(NC(=O)COc2cccc(F)c2)cc1OCc1cc(=O)n2c(ncn2C(C)C)n1 | 10.4%
Cc1ccsc1/C=N/NC(=O)C1C(=O)NCC1c1ccccc1 (stereo not drawn) | 28.5%
Cc1ccc(-c2nonc2NC(=O)c2ccco2)cc1 | 14.2%
O=C(COc1ccc(Cl)cc1)Nc1ccc(O)c(-c2nc3ccccc3s2)c1 | -6.2%
O=C(C1CCN(c2nc3ccccc3o2)CC1)N1CCOCC1 | 2.6%
